High-throughput results (PubChem BioAssay)
PhoP GFP inhibition: PhoP regulon inhibitors, Salmonella typhi PhoP promoter GFP reporter, confirmatory (AID 1850). one-dose inhibition, % at 50 µM; IC50 in µM for titrated hits. 310,000 tested, 0.33% active. Salmonella Typhi PhoP-promoter GFP reporter, fluorescence, 4 h; higher % means a stronger effect; in the data active = a potency from the dose series; inconclusive = inhibition mostly from about 25% at the one dose, without a potency; inactive = the rest, 99 in 100 with inhibition below about 19%;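 also: 0% = induced wells with vehicle and 100% = uninduced wells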
influenza NS1A: H1N1 influenza NS1A inhibitors, functional cell based assay (AID 504329). NS1A functional cell-based assay, percent inhibition; higher % means a stronger effect. inhibition, % at 12.5 µM, or IC50 in µM where a hit was titrated. 340,000 tested, 0.3% active; in the data active = a potency from the dose series; inconclusive = inhibition above about 27% without an active follow-up result; also: strong numbers were not always called active
M. tuberculosis: growth inhibition of non-replicating M. tuberculosis (AID 488890). Mycobacterium tuberculosis non-replicating, growth inhibition; higher % means a stronger effect. one-dose inhibition, % at 25 µM; IC50 in µM for titrated hits. 320,000 tested, 0.39% active; in the data active = a potency from the dose series; inconclusive = inhibition mostly from about 82% at the one dose, without a potency; inactive = the rest, 99 in 100 with inhibition below about 76%;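 also: plate controls were DMSO cells for no effect and high antibiotic wells for full effect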
VEEV TC-83 Vero: inhibitors of VEEV TC-83 cytopathic effect, confirmation, Vero cells (AID 588727); Vero cells, VEEV TC-83 cytopathic effect inhibition; higher % means a stronger effect; one-dose inhibition, % at 20 µM; IC50 in µM for titrated hits; 350,000 tested, 0.13% active; in the data active = a potency from the dose series; inconclusive = inhibition mostly from about 14% at the one dose, without a potency; inactive = the rest, 99 in 100 with inhibition below about 12%; also: strong numbers were not always called active
M. tuberculosis HTS: M. tuberculosis growth inhibition, HTS (AID 449762) | M. tuberculosis H37Rv growth inhibition, 7H9 media; higher % means a stronger effect | one-dose inhibition, % at 25 µM; IC50 in µM for titrated hits | 330,000 tested, 0.59% active; in the data active = a potency from the dose series; inconclusive = inhibition above about 70% without an active follow-up result;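 also: bacterial growth assessed after seven days of incubation; strong numbers were not always called active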
* marks the source's active call; other numbers are inactive results; i = inactive; ? = inconclusive; · = not tested or not shown.

SMILES	PhoP GFP inhibition	influenza NS1A	M. tuberculosis	VEEV TC-83 Vero	M. tuberculosis HTS
Cc1c(NC(=O)C(C)N(c2ccccc2)S(C)(=O)=O)c(=O)n(-c2ccccc2)n1C (stereo not drawn)	-7%	-1%	-2%	2.2%	1%
Cc1nc2ccccn2c(=O)c1NC(=O)c1cccc2ccccc12	12%	-10%	-18%	10%	-15%
Cc1[nH]c2ccccc2c1SCC(=O)NNC(=O)Nc1ccc(OC(F)(F)F)cc1	-3%	7%	1%	3.9%	0%
Cc1cc(C)c2nc(SC(C)C(=O)NCC(=O)Nc3ccc(F)c(F)c3F)cc(C)c2c1 (stereo not drawn)	-7%	4%	-10%	0.3%	0%
O=C(CCCCCCCC(=O)N1CCCCC1)N1CCCCC1	·	-18%	·	2.1%	·
O=C(NCc1ccccc1)Nc1cccn(Cc2c(F)cccc2Cl)c1=O	8%	-3%	0%	0.7%	7%
COc1ccc(S(=O)(=O)N(C)CC(=O)NCc2cccnc2)cc1	-10%	4%	-1%	0.2%	1%
C=CCN1C(=O)C(CC(=O)Nc2ccccc2)S/C1=N/c1nccs1 (stereo not drawn)	7%	-7%	·	0.9%	8%
O=C(OCCCN1CCOCC1)c1ccc(O)c(O)c1	-1%	13%	2%	i	0%
CC(C)NC(=O)Cn1cnc2c1c(=O)n(C)c(=O)n2C	1%	19%	-12%	1.9%	-3%
Cn1c(CSCc2ccc(Cl)cc2)nnc1SCC(=O)Nc1nccs1	-5%	-2%	-4%	i	-1%
Cc1ccc(C)n1-c1ccc(C#N)cn1	5%	9%	4%	i	-4%
Cc1ccc(/C=N/NC(=O)c2ccc(OC3CCCC3)cc2)o1	·	-12%	·	3.5%	·
Cc1ccc(CNC(=O)[C@@H](NC(=O)Cc2ccccc2)C(C)C)cc1	0%	5%	14%	1.2%	1%
O=c1c2ccccc2c(/C=N/n2cnnc2)c(O)n1-c1ccccc1	-1%	0%	-3%	0.1%	-13%
CCN(CC)S(=O)(=O)c1ccc(N2CCCCC2)c(NC(=O)/C=C/c2ccc(OC)c(OC)c2)c1	7%	-4%	25%	12%	9%
CCn1nc(NC(C)=O)c2cc3ccc(C)cc3nc21	11%	-14%	-5%	1.3%	2%
Cc1ccc(/C=C/C(=O)NC(=S)N2CCN(c3ccc(F)cc3)CC2)cc1	21%	0%	9%	4.3%	1%
Cc1ccc(NC(=O)c2c3c(nc4ccccc24)CCC3)cc1	-15%	-3%	2%	i	22%
CCCCCN(C(=O)NC(=O)Nc1ccccc1OC)S(C)(=O)=O	-8%	0%	7%	0.6%	-10%
COc1ccccc1CC(=O)NCCCc1ccccc1	-5%	-20%	3%	0.7%	1%
CCC(=O)c1cccc2c1N=CC1=C(CC(C)(C)CC1=O)N2	-14%	-10%	16%	i	-1%
NC(=O)c1ccc(NC(=O)C#Cc2ccccc2)cc1	7%	24%	36%	?	5%
COc1ccc(C(=O)N2CCCN(C)CC2)c(OC)c1	-5%	-1%	-11%	0.8%	-3%
COc1ccccc1CNC(=O)COC(=O)C1=COCCO1	3%	-7%	-14%	0.7%	21%
FC(F)(F)c1ccnc(NCc2ccco2)n1	1%	4%	-11%	3.4%	-4%
CCOC(=O)C1CCCN(C(=O)COc2ccccc2F)C1 (stereo not drawn)	2%	-5%	29%	1.6%	7%
COC(=O)CNC(=O)C(NC(=O)c1ccc(Cl)cc1)C(C)C (stereo not drawn)	-7%	16%	1%	4.2%	-1%
C=CCc1ccc(OCC(O)CN2CCc3ccccc3C2)c(OC)c1 (stereo not drawn)	-3%	2%	43%	0.1%	0%
O=C(CSc1nnc2ccccn12)NCc1ccco1	-5%	3%	1%	0.5%	0%
COc1ccc(NC(=O)C2CCCN2C(=O)NC2CCCCC2)cc1 (stereo not drawn)	3%	-8%	-10%	0.7%	-5%
Cc1ccc(Cl)cc1N1CCN(Cc2nnnn2C2CCCCC2)CC1	0%	-2%	37%	1.7%	?
O=c1[nH]cnc2nn(-c3ccccc3)nc12	1%	22%	1%	2.0%	4%
CCCC[C@H]1COCCS(=O)(=O)N1Cc1cccc([N+](=O)[O-])c1	7%	-6%	10%	i	-8%
CC(C)(CNS(=O)(=O)c1ccc2ccccc2c1)N1CCOCC1	·	0%	-4%	0.4%	-16%
CCOC(=O)CCS(=O)(=O)c1ccc(-c2ccc(S(=O)(=O)CCC(=O)OCC)cc2)cc1	-5%	-7%	0%	0.3%	-5%
CCCn1c(C(O)c2ccc(OCC)cc2)nc2ccccc21 (stereo not drawn)	·	-10%	45%	0.4%	-8%
O=C(N/N=C/c1ccccn1)c1cccc(NC(=O)c2ccccc2Cl)c1	3%	-4%	?	0.5%	5%
CC1=CC(=O)C=C(C)C1=NOS(=O)(=O)c1ccccc1	·	9%	·	i	·
COc1ccc(N2CCN(Cc3cc(=O)c(OCC(=O)NC4CCCC4)co3)CC2)cc1	4%	3%	0%	1.1%	1%
CN(CC=CCN(C)P(=S)(N1CC1)N1CC1)P(=S)(N1CC1)N1CC1	·	-22%	·	0.6%	·
CCN(CC)c1ccc(/C=C2\C(=O)NC(=S)N(C)C2=O)o1	-2%	8%	61%	i	?
CCc1c(C)c2ccc(O)c(CN(C)C)c2oc1=O	6%	3%	-2%	0.6%	-2%
O=C(NCC(=O)N(Cc1cccs1)C(C(=O)NC1CCCC1)c1ccco1)c1cccs1 (stereo not drawn)	13%	-1%	26%	i	-1%
Cc1ccccc1OCCCC(=O)Nc1ccc(S(=O)(=O)Nc2onc(C)c2C)cc1	-5%	6%	15%	0.8%	7%
O=C(CNC(=O)c1cccs1)N/N=C/c1ccc(O)cc1O	-2%	17%	-8%	1.3%	-5%
COc1ccc(OC)c(NC(=O)C(Sc2ccccc2)c2ccccc2)c1 (stereo not drawn)	-5%	1%	9%	4.2%	5%
CCN(CC)S(=O)(=O)c1ccc(C(=O)NCc2nnc(SCC(=O)OC)n2C)cc1	4%	-8%	-5%	2.0%	-3%
S=C(Nc1ccc(Br)cc1Cl)N1CCC2(CC1)OCCO2	2%	-4%	22%	4.0%	-1%
C=CCn1c(C)cc(C(=O)CSc2nnc3c(Cl)cc(Cl)cn23)c1C	-6%	9%	13%	2.7%	5%
Cc1ccc2[nH]c(=O)c(CN(Cc3ccco3)S(=O)(=O)c3c(C)ccc4nsnc34)cc2c1	-2%	3%	34%	8.0%	3%
CC(C)c1ccc2[nH]c3nc(SCC(=O)N4CCOCC4)nnc3c2c1	-22%	0%	8%	7.1%	11%
C=CCn1c(SCC(=O)Nc2cc(OC)c(NC(=O)c3ccco3)cc2OC)nnc1-c1ccncc1	-2%	8%	27%	6.4%	?
O=C(Nc1ccc(Br)cc1Cl)c1ccc2c(=O)n3c(nc2c1)CCC3	-7%	-8%	1%	12%	4%
O=c1cc(-c2ccc(Br)cc2)[nH][nH]1	-10%	-6%	7%	1.7%	0%
O=C(O)c1cc(NN=Nc2ccc(Br)cc2)cc([N+](=O)[O-])c1	-8%	20%	8%	1.7%	3%
COc1ccc(C(=O)NC(=O)CSc2nc3nc(C)cc(C)n3n2)cc1	·	-11%	-11%	2.6%	-2%
Clc1ccc(-c2cn3cc(Cl)ccc3n2)cc1	3%	-21%	-2%	0.8%	6%
Cc1nn(C)c(NC(=O)c2ccc(Cl)cc2)c1Cl	5%	-15%	3%	i	3%
COc1ccc(CC(=O)NNC(=O)c2ccc(SCc3cc(F)ccc3F)c([N+](=O)[O-])c2)cc1	-7%	1%	35%	i	-1%

The list goes on:
SMILES	PhoP GFP inhibition	influenza NS1A	M. tuberculosis	VEEV TC-83 Vero	M. tuberculosis HTS
CCCCNS(=O)(=O)CCNCc1ccco1	·	-1%	·	0.9%	·
CCn1c(C(O)c2ccc3c(c2)OCO3)nc2ccccc21 (stereo not drawn)	-9%	-3%	26%	0.6%	-4%
CCOC(=O)/C=C/C(=O)Nc1ccc(S(=O)(=O)Nc2c(C)cc(C)cc2C)cc1	-4%	3%	9%	i	-2%
CCS(=O)(=O)N1CCN(c2ccccc2)CC1	-2%	16%	-11%	0.4%	5%
O=C(N/N=C/c1cccs1)c1cc(C2CC2)nc2ccccc12	-5%	-8%	-9%	9.7%	-5%
Cc1[nH]c(-c2ccc(F)cc2)cc1C(=O)N1CCN(c2ccc(Cl)cc2)CC1	9%	-19%	20%	0.4%	?
CCN(C(=O)CSc1nc2ccccc2n1CC(C)C)c1c(N)n(Cc2ccccc2)c(=O)[nH]c1=O	·	-8%	·	7.9%	·
Cc1nc2ncccn2c1-c1csc(Nc2cccc(C(=O)O)c2)n1	1%	24%	·	1.0%	-3%
CCOC(=O)N1CCN(C(=S)NC(=O)c2ccc(F)cc2)CC1	3%	·	15%	·	7%
O=C(COC(=O)CNC(=O)c1ccc(Cl)cc1Cl)NC1CCCCCCC1	-2%	-6%	-1%	3.5%	8%
COc1ccc(OC)c(S(=O)(=O)N2CCN(c3ccccn3)CC2)c1	-13%	-1%	2%	0.1%	3%
C=CCn1c(COc2ccccc2)nnc1SC(C)C(=O)N/N=C/c1cc(Cl)ccc1O (stereo not drawn)	1%	1%	30%	9.9%	-4%
CCOc1ccc(/C=C/C(=O)NC2CCCCC2)cc1	1%	0%	25%	1.9%	-1%
Cc1cc(C)n(CCCNC(=O)c2ccc(C)o2)n1	·	-5%	15%	0.1%	-1%
O=C(c1ccc(CS(=O)c2cccc(Cl)c2)o1)N1CCCCCC1 (stereo not drawn)	2%	-6%	19%	i	3%

Part of the list above in order of length of the SMILES, rising:
SMILES	PhoP GFP inhibition	influenza NS1A	M. tuberculosis	VEEV TC-83 Vero	M. tuberculosis HTS
CCCCNS(=O)(=O)CCNCc1ccco1	·	-1%	·	0.9%	·
CCS(=O)(=O)N1CCN(c2ccccc2)CC1	-2%	16%	-11%	0.4%	5%
Clc1ccc(-c2cn3cc(Cl)ccc3n2)cc1	3%	-21%	-2%	0.8%	6%
CCOc1ccc(/C=C/C(=O)NC2CCCCC2)cc1	1%	0%	25%	1.9%	-1%
Cc1nn(C)c(NC(=O)c2ccc(Cl)cc2)c1Cl	5%	-15%	3%	i	3%
CCn1c(C(O)c2ccc3c(c2)OCO3)nc2ccccc21 (stereo not drawn)	-9%	-3%	26%	0.6%	-4%
O=C(N/N=C/c1cccs1)c1cc(C2CC2)nc2ccccc12	-5%	-8%	-9%	9.7%	-5%
CCOC(=O)N1CCN(C(=S)NC(=O)c2ccc(F)cc2)CC1	3%	·	15%	·	7%
Cc1nc2ncccn2c1-c1csc(Nc2cccc(C(=O)O)c2)n1	1%	24%	·	1.0%	-3%
COc1ccc(OC)c(S(=O)(=O)N2CCN(c3ccccn3)CC2)c1	-13%	-1%	2%	0.1%	3%
O=C(COC(=O)CNC(=O)c1ccc(Cl)cc1Cl)NC1CCCCCCC1	-2%	-6%	-1%	3.5%	8%
O=C(O)c1cc(NN=Nc2ccc(Br)cc2)cc([N+](=O)[O-])c1	-8%	20%	8%	1.7%	3%
C=CCn1c(COc2ccccc2)nnc1SC(C)C(=O)N/N=C/c1cc(Cl)ccc1O (stereo not drawn)	1%	1%	30%	9.9%	-4%
CCOC(=O)/C=C/C(=O)Nc1ccc(S(=O)(=O)Nc2c(C)cc(C)cc2C)cc1	-4%	3%	9%	i	-2%
CCN(C(=O)CSc1nc2ccccc2n1CC(C)C)c1c(N)n(Cc2ccccc2)c(=O)[nH]c1=O	·	-8%	·	7.9%	·
COc1ccc(CC(=O)NNC(=O)c2ccc(SCc3cc(F)ccc3F)c([N+](=O)[O-])c2)cc1	-7%	1%	35%	i	-1%

The list continues:
SMILES	PhoP GFP inhibition	influenza NS1A	M. tuberculosis	VEEV TC-83 Vero	M. tuberculosis HTS
CCCn1cnc2cc(NCc3ccccc3O)ccc21	7%	-5%	8%	0.5%	29%
COc1ccccc1NC(=O)NNC(=O)c1ccc2ccccc2c1O	-9%	-1%	-6%	1.5%	10%
COc1cc(NS(=O)(=O)c2ccc(NC(=O)c3ccc(S(=O)(=O)N4CCCCC4)cc3)cc2)ncn1	8%	1%	-4%	1.5%	-4%
COC(=O)[C@@]12CCCN1[C@H](c1ccc(-c3ccc(C(C)=O)cc3)c(OC)c1)[C@H]1C(=O)N(C)C(=O)[C@H]12	-1%	-5%	-10%	4.9%	-6%
COc1cc(OC)cc(C(C)=O)c1	-4%	-5%	-3%	3.5%	1%
Cc1ccc2c(CC(=O)N3CCOCC3)coc2c1	-9%	-2%	10%	i	-5%

Compounds were not picked by outcome; about 1.6% have a hit in one of these screens.
